SKBR3 24h inh: SK-BR-3 proliferation inhibitors, primary screen, cell-based, human, 24 h; 41,000 compounds, 0.47% hits; SK-BR-3 viability, CellTiter-Glo ATP luminescence; stronger effect = lower value; viability, % at 10 µM;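 active = viability at or below the median of all test compounds minus 3 SD, in both replicates if run twice, cut at about 45% in these data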;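 note: 100% = median untreated cell wells and 0% = median positive control drug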
* marks the source's active call; other numbers are inactive results; & = joins results of further samples. Not all compounds are listed. The share of hits here may be higher or lower than overall.

SMILES | SKBR3 24h inh
Cc1cc(Br)ccc1N1C(=O)CC(=O)NC1=O | 85.9
COc1ccc(-n2c(O)c(C(C)=NCc3ccco3)c(=O)[nH]c2=O)cc1 | 70.7
CCOC(=O)C(O)(c1ccc(N)c(OC)c1)C(F)(F)F (stereo not given) | 113.0
Cc1cc(NC(=O)CCC(=O)N2CCC3(CC2)OCCO3)no1 | 104.0
CC[C@@H](CO)NC(=O)[C@@H]1C=C2c3cccc4c3c(cn4C)C[C@H]2N(C)C1 | 96.7
O/N=C1\CCC2CN(C3CCCCC3)CC2C1 (stereo not given) | 110.5
CN1CCc2nc(SCC(=O)OC(C)(C)C)c(C#N)cc2C1 | 91.9
CCSc1nnc([C@@H](N)Cc2c[nH]c3ccccc23)o1 | 101.6
O=C(Cc1ccccc1)OC(COCc1ccccc1)CN1CCOCC1 (stereo not given) | 81.2
Cc1ccc(-n2c(O)c(C=NC3CCCCC3N)c(=O)[nH]c2=O)cc1C (stereo not given) | 91.2
O=C(C1CC(c2ccc(Cl)c(Cl)c2)=NO1)N1CCC2(CC1)OCCO2 (stereo not given) | 88.2
Nc1c(C(=O)OC2CCCCC2)c2nc3ccccc3nc2n1CC1CCCO1 (stereo not given) | 90.6
CCC(=O)OC1(c2cccc(C)c2)CC(C)N(C)CC1C (stereo not given) | 90.0
O=c1c2ccccc2nc(CSc2ncnc3nc[nH]c23)n1-c1ccccc1 | 104.1
CC(C(N)=O)N1CC(c2ccccc2)CC1=O (stereo not given) | 105.7
Cc1cccc(NC2=NCCCS2)c1C | 85.7
CC(=NCc1ccc2c(c1)OCO2)c1c(O)n(C)c(=O)n(C)c1=O | 89.1
Cc1cnn(C2CCN(C)CC2)c1N | 82.3
COc1ccc(CC2C(=O)N(C)C(=O)N(C)C2=O)c(OC)c1 | 96.5
CC(C)OC(=O)c1c(N)n(CC2CCCO2)c2nc3ccccc3nc12 (stereo not given) | 96.7
O=C(c1cc2ccccc2oc1=O)N1CCC2(CC1)OCCO2 | 89.7
CC(C)OCCCNC(=O)c1c(N)n(Cc2cccs2)c2nc3ccccc3nc12 | 87.1
CC1(C)CC(n2[nH]c(=O)c3c2NC(=O)CSC3c2ccc(F)cc2)CCO1 (stereo not given) | 71.7
C(#CCN1CCOCC1)COC/C=C/c1ccccc1 | 87.4
CN1C(=O)N(C)C(=O)C2(Cc3ccccc3N3CCOCC32)C1=O (stereo not given) | 88.1
CN1C(=O)C(Cc2cccc3ccccc23)C(=O)N(C)C1=O | 112.5
Cc1c(N=Cc2c(O)n(CCc3ccc(F)cc3)c(=O)[nH]c2=O)c(=O)n(-c2ccccc2)n1C | 75.7
O=P1(Nc2cccnc2)COc2ccccc2OC1 | 97.0
COc1ccc(Cl)cc1NC1=NCC(C)S1 (stereo not given) | 102.2
CNP(=S)(NC)OCCOc1ccc(OC)cc1 | 93.8
CN1CCN(c2ncnc3ccc(Br)cc23)CC1 | 100.0
O=c1[nH]c(=O)n(Cc2ccccc2)c(O)c1C=NCCN1CCOCC1 | 92.4
CCOC(=O)C(O)(c1cn(C)c2ccccc12)C(F)(F)F (stereo not given) | 90.2
CC(C)CCn1c(N)c(C(=O)OCC2CCCO2)c2nc3ccccc3nc21 (stereo not given) | 90.4
CNCCc1c(C)n[nH]c1C | 98.8
CCOC(=O)[C@@]1(C#N)[C@@H]2C=CC(C(N)=O)=CN2[C@@H](C(N)=O)[C@@H]1c1cccc(Cl)c1 | 86.5
Cc1n[nH]c(C)c1CCN | 101.5
Fc1ccc(NC2=NCCS2)cc1Cl | 86.1
Cc1sc2ncn(CC(=O)NCC(=O)N3CCC4(CC3)OCCO4)c(=O)c2c1C | 66.0
O/N=C1/C(=C\c2ccccc2)N2CCC1CC2 | 90.8
O=P(CN1CCN(c2ccccc2)CC1)(N1CCCCC1)N1CCCCC1 | 75.3
CC(C)=CCSc1nnc([C@@H](N)Cc2c[nH]c3ccccc23)o1 | 103.2
C=C1N2CCC(CC2)C1(O)c1ccccc1C (stereo not given) | 88.2
CCCCn1c(NC(=O)c2ccco2)c(C(=O)OCC)c2nc3ccccc3nc21 | 90.0
Cc1cc(OCC(=O)Nc2c(C)n(C)n(-c3ccccc3)c2=O)c2c3c(c(=O)oc2c1)CCC3 | 91.6
N#Cc1ccccc1Cn1cc(C(=O)c2ccco2)c2ccccc21 | 91.3
COc1ccc2c(c1OC)C(=O)OC2c1c(O)n(C2CCCCC2)c(=O)[nH]c1=O (stereo not given) | 87.3
Fc1ccc2c(c1)nnn2C1CCN(Cc2nnnn2CCc2ccccc2)CC1 | 77.3
CN(C)c1nc(OCCNC(=O)COc2ccc(Cl)cc2Cl)nc(N2CCCCC2)n1 | 107.2
CC1(C)CC(n2[nH]c(=O)c3c2NC(=O)CSC3c2ccccc2)CCO1 (stereo not given) | 99.1

Next part (four carried over from the part before).
SMILES | SKBR3 24h inh
COc1ccc2c(c1OC)C(=O)OC2c1c(O)n(C2CCCCC2)c(=O)[nH]c1=O (stereo not given) | 87.3
Fc1ccc2c(c1)nnn2C1CCN(Cc2nnnn2CCc2ccccc2)CC1 | 77.3
CN(C)c1nc(OCCNC(=O)COc2ccc(Cl)cc2Cl)nc(N2CCCCC2)n1 | 107.2
CC1(C)CC(n2[nH]c(=O)c3c2NC(=O)CSC3c2ccccc2)CCO1 (stereo not given) | 99.1
CCCCCCOc1ccc(CN2CCN(CCO)CC2)cc1 | 82.6
CCN(CC)C(=O)c1ccc(NC(=O)Cn2nc(C)c3ccccc3c2=O)cc1 | 89.9
C[N+]1(C)[C@@H]2CC[C@H]1CC(OC(=O)C(CO)c1ccccc1)C2 (stereo not given in full) | 81.5&99.7
CCn1c(O)c(C=NCCc2c[nH]c3ccccc23)c(=O)[nH]c1=O | 79.1
Cc1sc2c(c1C)C(c1cccs1)=NCC(=O)N2CC(=O)NCc1cccs1 | 62.3
COCCOC(=O)c1c(C)oc2ccc(OC(=O)N(C)C)cc12 | 82.1
CCCCn1c(O)c(C(CC)=Nc2ccc(C(=O)O)cc2)c(=O)[nH]c1=O | 78.3
CC(=O)N(C1=NCCCS1)c1ccccc1F | 78.2
CC(=O)c1c(O)n(C2CCCCCC2)c(=O)[nH]c1=O | 99.4
Cn1c(=O)cc(SCC(=O)N2CCC3(CC2)OCCO3)c2ccc(Cl)cc21 | 98.7
COCCNC(=O)c1c(NC(=O)c2ccco2)n(Cc2ccccc2)c2nc3ccccc3nc12 | 65.7
COC(=O)C(O)(c1c[nH]c2ccccc12)C(F)(F)F (stereo not given) | 95.4
COc1ccccc1OCCCn1cc(C(=O)c2ccco2)c2ccccc21 | 82.4
Cc1ccc(C)c(CN2CCC(n3nnc4cc(F)ccc43)CC2)c1 | 61.9
O=C(O)C(O)(c1ccccc1)C1CCCC1 (stereo not given) | 92.5
CC(Cc1ccccc1)[n+]1cc(/N=C(\N)[O-])on1 (stereo not given) | 74.8
CC(=O)N1CC(=O)Nc2ccc(Cl)cc2C1c1ccc(F)cc1 (stereo not given) | 88.8
O=c1[nH]c(=O)n(Cc2ccccc2)c(O)c1C=NCCN1CCNCC1 | 95.1
c1ccc2c(CN3CCN(C4CCCCC4)CC3)c[nH]c2c1 | 72.3
O=C(O)C1CSC(c2cccnc2)N1 (stereo not given) | 106.6
Cn1c(O)c(C=Nc2ccc(Cl)cc2)c(=O)n(C)c1=O | 88.8
c1ccc2c(CN3CCCCCCC3)c[nH]c2c1 | 90.9
COc1cc2[nH]c(=O)n(-c3cccc(Cl)c3)c(=O)c2cc1OC | 105.8
O=C1NC(=O)[C@]2(Cc3ccccc3N3CCN(c4ccccc4)CC32)C(=O)N1Cc1ccccc1 (stereo not given in full) | 81.5
CCCNS(=O)(=O)c1ccc(OCC(=O)N2CCN(Cc3ccc4c(c3)OCO4)CC2)cc1 | 65.6
COC(=O)C(O)(c1ccc2c(c1)CCCN2)C(F)(F)F (stereo not given) | 103.9
Nc1c(C(=O)NCc2ccco2)c2nc3ccccc3nc2n1CCN1CCCCC1 | 70.8
Cc1nn(-c2ccccc2)c2c1C(c1ccc3c(c1)OCO3)SCC(=O)N2 (stereo not given) | 90.6
O=P1(Nc2ccc(F)cc2)COc2ccccc2OC1 | 108.3
Cc1ccc2nsnc2c1-n1c(C)nc2ccccc2c1=O | 89.7
C=CCn1c(O)c(C(CC)=Nc2ccccc2NC(C)=O)c(=O)[nH]c1=O | 117.2
O=C(Nc1cccc(OC(=O)N2CCCCC2)c1)N1CCCCC1 | 96.5
CCCC(=O)C1C(=O)NC(=O)NC1=O | 87.5
COc1cccc(CNC2CN3CCC2CC3)c1OC (stereo not given) | 95.6
Nc1c(C(=O)NC2CCCC2)c2nc3ccccc3nc2n1CC1CCCO1 (stereo not given) | 114.6
CC(C)NS(=O)(=O)c1ccc(OCC(=O)N2CCN(Cc3ccccc3)CC2)cc1 | 96.0
CCC(=NC1CCN(Cc2ccccc2)CC1)c1c(O)[nH]c(=O)[nH]c1=O | 89.2
CCCCN1C(=O)NC(=O)C2(Cc3ccccc3N3CCOCC32)C1=O (stereo not given) | 77.1
O=c1[nH]c(=O)n(Cc2ccccc2)c(O)c1C=Nc1ccc(CN2CCOCC2)cc1 | 88.8
CN1CC[C@@]23CCCC[C@@H]2[C@@H]1Cc1ccc(O)cc13 | 82.5
COC(=O)c1ccc(N2C(=O)CC(N3CCC(n4c(=O)[nH]c5ccccc54)CC3)C2=O)cc1 (stereo not given) | 97.3
COC(=O)C(O)(c1ccc(NC(=O)c2ccco2)c(OC)c1)C(F)(F)F (stereo not given) | 106.9
NC1CCCCC1N=Cc1c(O)n(Cc2ccc(F)cc2)c(=O)[nH]c1=O (stereo not given) | 95.3
CNC(=O)N(C)c1nnc(C(C)(C)C)s1 | 88.9
CCCCOCCCn1c(N)c(C(=O)OCCOC)c2nc3ccccc3nc21 | 67.6
C=CCn1c(O)c(C(C)=NCCN2CCOCC2)c(=O)[nH]c1=O | 92.1
Cn1c(O)c(C(=NCCN2CCCCC2)c2ccccc2Cl)c(=O)n(C)c1=O | 80.7
CCCCCCn1c(O)c(C=NC2CCN(Cc3ccccc3)CC2)c(=O)[nH]c1=O | 88.7
CC12CCCCC1=[N+]([O-])CN2O (stereo not given) | 111.3
O=C(c1ccc2c(c1)ncn2C1CCCCC1)N1CCC2(CC1)OCCO2 | 82.0

Filtered by structure, the entries above containing bromine.
SMILES | SKBR3 24h inh
Cc1cc(Br)ccc1N1C(=O)CC(=O)NC1=O | 85.9
CN1CCN(c2ncnc3ccc(Br)cc23)CC1 | 100.0

(next part)
SMILES | SKBR3 24h inh
O=c1[nH]c(=O)n(CCC2=CCCCC2)c(O)c1C=NC1CCN(Cc2ccccc2)CC1 | 82.2
COC(=O)C(c1ccccc1)N1CCCCCC1 (stereo not given) | 91.8
OC(c1ccc(F)cc1)C(c1ccccc1)N1CCOCC1 (stereo not given) | 112.4
COc1ccc(C(=O)C(Cc2ccccc2)N(C)C)cc1 (stereo not given) | 83.8
O=c1[nH]c(=O)n(Cc2ccc(F)cc2)c(O)c1C=NCCN1CCCCC1 | 85.8
CC(=NCCCN1CCOCC1)c1c(O)n(Cc2ccccc2)c(=O)[nH]c1=O | 87.2
Cn1c(O)c(C=NCCCNC2CCCCC2)c(=O)n(C)c1=O | 93.3
Cc1ccc(C2(O)CC(C)N(C)CC2C)cc1 (stereo not given) | 92.9
CC1(C)CN=C(Nc2nc3ccccc3s2)S1 | 86.7
CC1=NOC2(C)Nc3ncnn3C(c3ccccc3)C12 (stereo not given) | 88.1
Cc1ccc2nc(N3CCN(C)CC3)[nH]c2c1 | 50.6
Cc1ccc(C)c(NC2=NCCCS2)c1 | 84.5
CC(=NCC1CCCO1)c1c(O)n(Cc2ccccc2)c(=O)[nH]c1=O (stereo not given) | 92.5
CC12CN3CCN(CC(C3)C1O)C2 (stereo not given) | 101.3
COCCCNC(=O)c1c(NC(=O)c2ccco2)n(Cc2ccccc2)c2nc3ccccc3nc12 | 87.6
O=C(Cc1ccccc1)N1CCN(CC2CC=CCC2)CC1 (stereo not given) | 121.4
CC1OC(NCCc2ccccc2)C(O)C(O)C1O (stereo not given) | 91.0
CCNCC1(c2ccc(OC)c(OC)c2)CCCC1 | 92.5
O=C1C2CCCN2C(c2cccnc2)N1c1ccc(Cl)c(Cl)c1 (stereo not given) | 87.4
CCC(=NCc1cccnc1)c1c(O)n(Cc2ccccc2)c(=O)[nH]c1=O | 91.8
CC(=O)Nc1ccc2c(c1)CC1(C(=O)N(C)C(=O)N(C)C1=O)C1CCCN21 (stereo not given) | 90.1
Clc1cccc(CN2CCCCC2c2cccnc2)c1 (stereo not given) | 69.3
COC(=O)C(C)Oc1cc(C)cc2oc(=O)c3c(c12)CCC3 (stereo not given) | 82.3
Cc1ccc(CS(=O)(=O)Cc2ccc(C(=O)N3CCC4(CC3)OCCO4)o2)cc1 | 67.3
O/N=C/c1c[nH]c2ccccc12 | 96.0
O=C1CC(=O)N(c2ccc(Cl)cc2Cl)C(=O)N1 | 83.8
Cc1cccnc1NC1=NCC(C)S1 (stereo not given) | 113.0
c1cncc(C2CC(c3cccs3)n3ncnc3N2)c1 (stereo not given) | 69.3
O=C1NC(=O)C2(Cc3ccccc3N3CCCC32)C(=O)N1c1ccc(Cl)cc1 (stereo not given) | 73.4
CCCCN1C(=O)NC(=O)C2(Cc3c(nc4c(C)cccn4c3=O)N3CCc4ccccc4C32)C1=O (stereo not given) | 121.0
CCOC(=O)CN1C(=O)C2(C(C#N)=C(N)Oc3ccccc32)C(C(=O)OC)=C1C (stereo not given) | 89.8
COc1cc(CC2C(=O)N(C)C(=O)N(C)C2=O)ccc1OCc1ccccc1 | 133.9
Cc1ccccc1NC1=NCC(C)S1 (stereo not given) | 91.8
